BRCA1 expr act – BRCA1 expression activation; MCF7-BRCA1-FFLuc reporter, luminescence, 48 h; response scale: scaled: vehicle 0%, 10 µM genistein 100%; Potency, µM (series often up to 46.1 µM), for inactives: at the highest dose activation, usual class: activators; 380,000 compounds, 1.1% hits; AID 624202; also: potency is read from the fitted curve at half-maximal effect; nearly all actives have a fitted effect of over 80% in size; some results filed as inactive show a strong effect at the top dose
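Luminescence from a BRCA1-driven firefly luciferase in MCF7 cells was the read-out, taken 15 min after substrate addition following 48 h compound exposure at 37 °C. Data were normalized to a 10 microM genistein control and DMSO vehicle.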
ELG1 repair inh – blocks ELG1-dependent DNA repair in HEK293T cells; 330,000 compounds, 2.3% hits; Potency, µM (titrated, usually from 46.1 µM), for the others: top-dose activity change, negative = inhibition, usual class: inhibitors; AID 504467; HEK293T ELG1-luciferase reporter, luminescence, 16 h; DNA damage induced by 5-fluorouridine; also: potency is read from the fitted curve at half-maximal effect; % is scaled to controls: 0 for no effect and ±100 for the full control effect; nearly all actives have a fitted effect of over 55% in size
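HEK293T cells expressing luciferase-tagged ELG1 (2,000/well) received 5-Fluorouridine plus compound or DMSO for 16 hr at 37 °C. Luciferase was read by ONE-Glo luminescence after 30 min at room temperature.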
TCR activator – T cell receptor activation. primary human leukocytes, anti-CD3, IL-2 HTRF, 48 h. Potency, µM (highest dose often 9.22 µM), for the others: at the highest dose activation of IL-2 secretion, most hits filed as activators. 330,000 tested, under 10 active; also: % of control where 0% means no effect
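HTRF read-out of IL-2 secretion: europium cryptate donor excited at 320nm, d2 acceptor emission at 665nm. Cells were primary human leukocytes incubated 48 hr with compounds and a-CD3 beads, supplying TCR signal only.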
A-T KAP1 phos – potential ataxia-telangiectasia treatments restoring KAP-1 phosphorylation. AID 485349. […] A-T fibroblasts, KAP-1 phosphorylation AlphaLISA; neocarzinostatin DNA damage 30 min before lysis. 320,000 compounds, 0.19% hits. Potency, µM (series often up to 57.5 µM), for inactives: at the highest dose activation, hits mostly activators; also: potency is read from the fitted curve at half-maximal effect; % of control where 0% means no effect; nearly all actives have a fitted effect of over 45% in size
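hTERT-immortalized A-T patient fibroblasts ([…]), 500 cells/well in OPTI-MEM, 1% FBS, got compounds for 60 min, then NCS for 30 min at 37C. Lysates were then assayed for phospho-KAP-1 by AlphaLISA (anti-pKAP1 donor, anti-KAP1 acceptor beads), 6 hr at 25C.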
Integrin act MD – integrin-mediated muscular dystrophy alleviation activation. Potency, µM (titrated, usually from 38.3 µM), for the others: top-dose activation, usual class: activators. alpha7betagal myoblasts, beta-gal FDG fluorescence, 48 h. AID 624291. 350,000 compounds, 0.064% hits;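 also: potency is read from the fitted curve at half-maximal effect; 100% = response of the positive control SU9516; nearly all actives have a fitted effect of over 60% in size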
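Alpha7betagal+/- myoblasts (passage 13) were plated 16-24 hr, then exposed to compounds (1:260 dilution of DMSO stock) for 48 hours at 37C. After MPER lysis, β-galactosidase reporter activity was read as FDG fluorescence (ex 480/em 540) after 30 minutes.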
B2AR arrestin – beta2AR (human) beta-arrestin recruitment activity | 330,000 compounds, 0.02% hits | Potency, µM (titrated, usually from 46.1 µM), for the others: at the highest dose activation, usual class: activators | beta-arrestin recruitment to beta2AR, cell-based reporter;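 also: potency is read from the fitted curve at half-maximal effect; 0% = DMSO controls and full agonism = EC100 isoproterenol or metaproterenol; nearly all actives have a fitted effect of over 65% in size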
p53 reactivation – restores transcriptional activity of mutant p53; AID 504706; H1299 p53-A138V BP100-luciferase reporter, luminescence, 24 h; Potency, µM (series often up to 92.2 µM), inactives show top-dose activity change, positive = activation, actives largely listed as activators; 320,000 compounds, 0.063% hits; also: potency is read from the fitted curve at half-maximal effect; % of control where 0% means no effect; nearly all actives have a fitted effect of over 45% in size
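H1299 (p53-null), stable ts p53-A138V + BP100-Luc; 1000 cells/well, Opti-MEM/10% FBS; cpd 4 pt, 1:5; 24 h, 37 deg C, 5% CO2; detection reagent 10 min RT; luminescence.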
CXXC DNA block – blocks binding of human MLL CXXC domain to DNA. Q03164. MLL-CXXC / FITC-HOXA9 DNA fluorescence polarization. Potency, µM (highest dose often 115 µM), without a hit: top-dose activity change, negative = inhibition, most hits filed as inhibitors. 290,000 compounds, 0.037% hits; active = well fitted inhibition curve with a large enough effect in the polarisation, with a control signal flat, not every such curve was filed as active; inconclusive = small, poorly fitted or top-dose-only effect, or effect the other way, or a change in a side signal; inactive = no such curve, though single readings can be large or run the other way; the % refers to the polarisation; also: potency is read from the fitted curve at half-maximal effect
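Purified MLL-CXXC (added from a 7 uM solution) was preincubated 5 min at ambient with pinned compounds in 50 mM Tris-HCl pH 7.5, 50 mM NaCl, 1 mM DTT, 0.05% BSA. Fluorescein-labeled HOX-A9 DNA (50 nM solution) followed, 30 min, then polarization read.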
TRPV1 agonist – agonists of human vanilloid receptor 1 (TRPV1); Q8NER1; activation, % at 8.33 µM; TRPV1-expressing cells, Fluo-8 calcium influx, agonist mode; 320,000 compounds, 0.19% hits; in the data active = activation above about 80%; inconclusive = between about 30% and that limit; also: 0% is about no effect
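Fluo-8 calcium influx in TRPV1-expressing cells, kinetic read (ex 480/em 520 nm). Compound added and read 3 min for agonist activity, followed by capsaicin at EC20 final and 2 min further read for enhancement.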
PTAP TSG101 blk – blocks PTAP/TSG101 interaction to inhibit HIV-1 budding | 340,000 tested, under 10 active | Fluorescence polarization, FITC-PTAP peptide / Tsg101 binding | Potency, µM (titrated, usually from 115 µM), for inactives: top-dose activity change, negative = inhibition, hits mostly inhibitors | Q99816; active = well fitted inhibition curve with a large enough effect in the main read-out, with a control signal flat, not every such curve was filed as active; inconclusive = small, poorly fitted or top-dose-only effect, or effect the other way, or a change in a side signal; inactive = no such curve, though single readings can be large or run the other way; also: potency is read from the fitted curve at half-maximal effect; % of control where 0% means no effect
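Fluorescence anisotropy tracks displacement of a FITC-tagged PTAP peptide (50 nM) from the Tsg101 binding domain (10 uM), following a 20 min room-temperature incubation at pH 7.5.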
The depositor's hits bear a star; ? = inconclusive; · = no result given; [ ] = another dose, or the depositor's remark. Unless noted, calls follow the shape of the dose curve; as a rule, active = well fitted curve in the direction sought with a large enough effect; inconclusive = small, poorly fitted or top-dose-only effect, or another doubt; inactive = no such curve, though single readings can be large; an effect the other way counts as inactive or inconclusive.

1. CCCCc1nnc(NC(=O)C2CC(=O)N(c3ccc4c(c3)OCCO4)C2)s1 (stereo not given)
2. CCOc1ccccc1-c1nc(CN2CCN(C(=O)c3ccco3)CC2)c(C)o1
3. COc1cc(C(=O)N2c3ccccc3CC2C)cc(OC)c1OC (stereo not given)
4. O=C(CCN1C(=O)C2CCCCC2C1=O)Nc1nc(-c2ccccc2)cs1 (stereo not given)
5. CCNC(=O)C(=O)NCc1ccncc1
6. CCOC(=O)Cc1csc(NC(=O)C(C)(C)CC)n1
7. CC1(C)CC(=O)C2=C(C1)NC1=C(C(=O)c3ccccc31)C2c1cccnc1 (stereo not given)
8. CC(=O)c1sc(NC(=O)CN2C(=O)C3CC=CCC3C2=O)nc1-c1ccccc1 (stereo not given)

assay / entry,1,2,3,4,5,6,7,8
BRCA1 expr act,-7%,-17%,-35%,31%,5%,?,-13%,-34%
ELG1 repair inh,-4%,0%,-3%,?,-9%,?,1%,0%
TCR activator,-9%[46.1 µM],11%,16%,0%,5%,·,2%,-7%
A-T KAP1 phos,0%,5%,3%,-12%,-5%,·,-4%[11.5 µM],-5%
Integrin act MD,29%,-25%,17%,32%,28%,22%,11%,-42%
B2AR arrestin,-1.4%,-0.7%,0.1%,-0.9%,0.5%,-0.7%,0.4%,-0.1%
p53 reactivation,-13%,-1%,-13%,0%,0%,13%,-6%,21%
CXXC DNA block,-11%,7%,18%,?,-5%,-7%,2%,·
TRPV1 agonist,-1,7,20,·,-3,2,0,-2
PTAP TSG101 blk,1%,0%,-1%,1%,1%,-15%,-8%,0%

9. CCc1nn(C)c2c(=O)c(=O)c2n(C)[nH]1
10. CCn1cc(C(=O)N[C@@H](CCSC)C(=O)NCCO)c(=O)c2cc3c(cc21)OCO3
11. COc1ccc(N2CCN(C(=O)Cn3c(=O)[nH]c4ccsc4c3=O)CC2)cc1
12. O=C1c2ccccc2C(=O)N1Cc1nc2ccccc2c(=O)n1CCCn1ccnc1
13. O=C(NCc1nc2ncc(Br)cc2[nH]1)c1ccccc1
14. Cc1ccc(S(=O)(=O)NC(N)=NCCc2ccccc2)cc1C
15. CCN(CC)S(=O)(=O)c1ccc(NC(=O)COC(=O)CCc2cc(OC)c(OC)c(OC)c2)cc1
16. COC(=O)c1ccc(NC(=O)Cn2nc(SC)n(N)c2=S)cc1

assay / entry,9,10,11,12,13,14,15,16
BRCA1 expr act,0%,9%,2%,-13%,64%,19%,-26%,-17%
ELG1 repair inh,1%,4%,-9%,-6%,17%,-8%,?,5%
TCR activator,-5%,-4%,-1%,12%,·,-3%[46.1 µM],-1%[46.1 µM],-3%
A-T KAP1 phos,15%,6%,0%,3%,9%,10%,9%,-2%
Integrin act MD,0%,5%,15%,13%,-14%,18%,7%,8%
B2AR arrestin,-0.9%,-0.6%,-0.1%,0.2%,-0.9%,2.3%,0.2%,-0.8%
p53 reactivation,-1%,2%,-17%,-5%,7%,-3%,-11%,-2%
CXXC DNA block,-1%,-2%,3%,11%,3%,3%,6%,-1%
TRPV1 agonist,3,2,4,-2,1,4,7,0
PTAP TSG101 blk,-4%,-1%,-4%,0%,-4%,-2%,-1%,-3%

17. Cc1csc(=O)n1CC(=O)OCc1cccc2ccccc12
18. O=c1cc(N2CCC(Cc3ccccc3)CC2)[nH]c(=O)n1C1CCCCC1
19. O=C(NCCO)c1c(-c2ccc3c(c2)OCO3)noc1-c1ccsc1
20. Cc1ccc(NC(=O)CSc2nnc(-c3ccccn3)n2C)cc1
21. COc1ccc(CNS(=O)(=O)NCc2ccc(OC)c(OC)c2)cc1OC
22. O=C(COc1ccccc1)N1CCN(S(=O)(=O)c2cccs2)CC1
23. COc1cc(OC)c2c(-c3ccccc3)cc(=O)oc2c1C(CCN1CCOCC1)c1ccc2c(c1)OCO2 (stereo not given)
24. CC(C)(C)c1cc(CSC(=S)NC2CCS(=O)(=O)C2)c(Br)c(C(C)(C)C)c1 (stereo not given)

assay / entry,17,18,19,20,21,22,23,24
BRCA1 expr act,76%,4%,2%,0%,1%,5%,-24%,-102%[inhibitor]
ELG1 repair inh,?,13%,·,3%,?,-16%,-3%,?
TCR activator,4%[46.1 µM],3%,-1%,-6%,-5%,5%,1%[46.1 µM],-1%
A-T KAP1 phos,-5%,0%,·,2%,-1%,-4%,3%,10%
Integrin act MD,6%,-23%,10%,14%,6%,4%,-19%,-38%
B2AR arrestin,0.2%,-0.1%,·,0.0%,-1.2%,5.7%,-0.3%,-0.2%
p53 reactivation,19%,-3%,·,-13%,-2%,-12%,-4%,-8%
CXXC DNA block,6%,20%,·,1%,-3%,4%,·,-12%
TRPV1 agonist,2,0,·,-1,6,0,·,?
PTAP TSG101 blk,-2%,-2%,-1%,-6%,-3%,-7%,-5%,?

25. O=C(NOC(=O)c1c(F)cccc1Cl)c1ccc(Cl)c(Cl)c1
26. CCOc1ccccc1OCCCC(=O)OCC(=O)Nc1cccc(Cl)c1
27. Cc1ccc(S(=O)(=O)NC(=O)Nc2cc(C)on2)cc1
28. CN(C)c1ccc(C(=O)OCC(=O)Nc2ccc(N3CCOCC3)cc2)cc1
29. COc1ccc(-n2c(COc3cccc(C)c3)n[nH]c2=S)cc1
30. CN(C)S(=O)(=O)c1ccc(C(=O)OCCc2ccccc2)cc1
31. Cc1ccc(-c2csc3ncn(CC(=O)N4CCOCC4)c(=O)c23)cc1
32. CC1CCc2nc(NC(=O)Nc3ccc4c(c3)OCO4)sc2C1 (stereo not given)

assay / entry,25,26,27,28,29,30,31,32
BRCA1 expr act,2%,-1%,1%,-36%,-18%,22%,-2%,?
ELG1 repair inh,?,0%,14%,5%,12%,12%,-8%,?
TCR activator,0%,-13%[46.1 µM],-6%,-11%,5%,5%,2%,0%[46.1 µM]
A-T KAP1 phos,39%,3%,1%,-1%,-8%,2%,0%,-4%
Integrin act MD,-12%,-20%,31%,-29%,18%,31%,-35%,36%
B2AR arrestin,-0.5%,0.0%,-0.5%,0.0%,-0.2%,3.3%,-0.2%,-0.6%
p53 reactivation,1%,2%,-3%,1%,·,?,0%,?
CXXC DNA block,-2%,3%,2%,-5%,3%,28%,1%,9%
TRPV1 agonist,15,13,-2,-1,-1,?,-2,18
PTAP TSG101 blk,-3%,-1%,-1%,-3%,-5%,2%,-3%,-1%

33. COc1ccccc1CN1CC(C(=O)NCCCc2ccc(F)cc2)CCC1=O (stereo not given)
34. C=CCCC(=O)Nc1nc(C)c(-c2csc(Nc3cc(Cl)ccc3OC)n2)s1
35. Cc1cc(C)cc(N(CC(=O)Nc2ccc(Br)cc2)S(=O)(=O)c2c(C)[nH]c(=O)[nH]c2=O)c1
36. CCOC(=O)C1(Cc2ccccc2C)CCCN(C(=O)c2ccc(COC)o2)C1 (stereo not given)

assay / entry,33,34,35,36
BRCA1 expr act,-20%,-28%,20%,?
ELG1 repair inh,10µM*,?,9%,?
TCR activator,-2%,10%,-5%,11%
A-T KAP1 phos,-1%,6%,·,-1%
Integrin act MD,-23%,-9%,1%,-11%
B2AR arrestin,0.2%,0.0%,0.2%,-0.4%
p53 reactivation,3%,14%,·,-2%
CXXC DNA block,13%,-8%,1%,-1%
TRPV1 agonist,6,1,-5,?
PTAP TSG101 blk,-11%,2%,-5%,-1%

Source: PubChem (National Center for Advancing Translational Sciences (NCATS))
